Compound activity: PubChem, Sanford-Burnham Center for Chemical Genomics
APJ agonist: APJ receptor agonism; P35414; AID 2520; activation, % at 20 µM; CHO-K1 APJ PathHunter beta-arrestin, luminescence; 0% DMSO wells, 100% apelin; 330,000 compounds, 0.11% hits;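 active = activation more than six SD over the plate average, tested at 20 µM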;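 note: 0% = DMSO alone and 100% = apelin-13 at 10 nM; some results filed as inactive read as strong as hits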
Target sequence (P35414 whole entry, looked up): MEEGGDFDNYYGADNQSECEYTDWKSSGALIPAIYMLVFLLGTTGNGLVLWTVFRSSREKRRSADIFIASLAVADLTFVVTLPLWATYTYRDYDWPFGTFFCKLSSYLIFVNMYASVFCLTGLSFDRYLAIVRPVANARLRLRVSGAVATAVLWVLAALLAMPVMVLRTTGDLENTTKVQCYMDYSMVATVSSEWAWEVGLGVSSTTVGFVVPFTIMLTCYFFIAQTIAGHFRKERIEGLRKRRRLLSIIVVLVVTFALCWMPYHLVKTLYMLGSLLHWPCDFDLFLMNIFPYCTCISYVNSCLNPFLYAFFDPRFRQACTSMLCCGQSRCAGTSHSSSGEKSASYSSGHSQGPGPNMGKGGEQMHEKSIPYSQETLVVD
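Assay system – PathHunter CHO-K1 APJ (AGTRL-1) beta-arrestin reporter cells · Compound – one dose, 20 µM compound, 1% DMSO · Timing – compound 90 min 25 °C, reagent 1 h · Measured by – luminescence from split beta-galactosidase complementation, Galacton Star/Emerald II substrate · Measure – beta-arrestin recruitment to APJ as agonist activity, luminescent signal · Benchmarks – DMSO vs Apelin-13 10 nM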
tim10-1 inh: tim10-1 yeast growth inhibition; S. cerevisiae tim10-1 ts strain growth, BacTiter-Glo, 24 h; inhibition, % at 20 µM; 330,000 compounds, 2.2% hits; AID 463190;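 active = inhibition of at least 40%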;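 note: mutant grown at 25 °C; 0% = DMSO wells with yeast and 100% = wells holding no yeast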
APJ antag: antagonists of human APJ apelin receptor; P35414; CHO-K1 APJ beta-arrestin complementation, luminescence; inhibition, % at 20 µM; 330,000 compounds, 0.32% hits; AID 2521;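 active = inhibition above about 40% at 20 µM, limit read from the data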;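 note: cells challenged with 10 nM apelin-13 agonist together with compound; plate controls were apelin-13 plus DMSO wells for no effect and DMSO wells lacking apelin-13 for full effect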
CXCR6 block: CXCR6 (human) receptor inhibition; CHO-K1 PathHunter CXCR6 beta-arrestin, luminescence; inhibition, % at 20 µM; O00574; 360,000 compounds, 0.36% hits; in the data active = inhibition above about 34%, passing the limit was not always enough;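 note: antagonist mode with CXCL16 agonist at 10 nM final; 0% = 10 nM CXCL16 with DMSO and 100% = unstimulated wells without agonist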
Target sequence (O00574 whole entry, looked up): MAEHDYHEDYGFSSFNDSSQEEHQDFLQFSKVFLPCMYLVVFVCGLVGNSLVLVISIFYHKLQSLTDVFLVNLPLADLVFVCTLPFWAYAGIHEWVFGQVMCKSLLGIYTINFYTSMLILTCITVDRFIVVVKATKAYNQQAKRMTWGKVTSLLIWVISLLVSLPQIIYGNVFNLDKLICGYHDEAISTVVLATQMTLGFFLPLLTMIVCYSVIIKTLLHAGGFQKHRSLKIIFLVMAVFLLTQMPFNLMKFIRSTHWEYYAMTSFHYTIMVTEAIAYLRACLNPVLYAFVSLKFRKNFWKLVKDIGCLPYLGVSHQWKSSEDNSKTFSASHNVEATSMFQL
Mdm2 MdmX PPI: disrupts the human Mdm2-MdmX interaction; AID 485346; inhibition, % at 8 µM; SaOS-2 split-luciferase Mdm2/MdmX complementation, luminescence; O15151+Q00987; 330,000 compounds, 3% hits;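 active = inhibition of at least 50% at 8 µM in the primary screen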
tim23-1 inh: tim23-1 yeast growth inhibition. inhibition, % at 20 µM. 330,000 compounds, 1.3% hits. S. cerevisiae tim23-1 growth, BacTiter-Glo luminescence, 24 h;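 active = growth inhibition of the mutant yeast at or above 50%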;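 note: temperature-sensitive mutant grown at 25 °C; plate controls were DMSO-treated mutant yeast for no effect and medium wells lacking yeast for full effect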
CHOP UPR activ: apoptotic UPR (CHOP) activation; CHO-CHOP luciferase reporter, luminescence; percent of tunicamycin response over DMSO baseline; activation, % at 10 µM; 330,000 compounds, 0.34% hits; AID 449763;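 active = at 10 µM dose, activation of 40% or more, normalized to positive control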;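 note: 100% = tunicamycin at 10 µg/mL and 0% = DMSO alone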
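System: CHO-CHOP luciferase reporter cell line; amount: 500 cells/well; buffer or medium: F12 medium containing 10% fetal bovine serum; incubation: 6 h compound exposure at 37 °C after overnight seeding; measured by: luciferase luminescence after 10 min with Steady-Glo reagent; evaluation: % reporter activation, DMSO baseline versus tunicamycin full activation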
XBP1 UPR activ: adaptive UPR (XBP1) activation; AID 463104; activation, % at 20 µM; 330,000 compounds, 0.33% hits; CHO-XBP1 luciferase reporter, IRE1-XBP1 UPR activation, luminescence; percent of tunicamycin response, DMSO as zero;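 active = versus positive control, 20 µM dose yields 30% or more activation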;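 note: 100% = tunicamycin at 10 µg/mL and 0% = DMSO only wells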
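Material: CHO cell line with stable XBP1 luciferase reporter; buffer or medium: F12 medium containing 10% fetal bovine serum; compound: single point, 20 µM final compound, 1% DMSO; incubation: 6 h treatment, 37 °C; measured by: glow luminescence from Steady-Glo reagent; evaluation: activation, % of tunicamycin; control set: tunicamycin high, DMSO low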
TIM10 inh: growth inhibitors of TIM10 yeast strain; inhibition, % at 10 µM; S. cerevisiae TIM10 strain growth, BacTiter-Glo luminescence, 24 h; 330,000 compounds, 1.4% hits;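 active = inhibition of 40% or more at the single tested concentration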;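 note: wild-type TIM10 isogenic control strain grown at permissive 25 °C; 0% = DMSO yeast wells and 100% = minimal medium wells without yeast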
The depositor's hits bear a star. A portion of the library; the hit share may differ from the screen's.

cpd	Molecule	APJ agonist	tim10-1 inh	APJ antag	CXCR6 block	Mdm2 MdmX PPI
1	c1ccc(CC2CCN(c3nc4ccccc4n4nnnc34)CC2)cc1	-5	-5	-4	-9	24
2	Cc1ccccc1/C=N/N1CCN(c2ccccc2)CC1	-3	11	9	-12	9
3	CC(=O)c1ccc(NC(=O)COC(=O)Cn2cnc3ccccc32)cc1	-2	-10	3	8	10
4	Brc1ccc(C2=Nc3ccccc3C(c3ccncc3)=NN2)cc1	1	-5	10	-3	-5
5	CC(=O)c1c(C)[nH]c(C(=O)CN2C(=O)NC(CCc3ccccc3)C2=O)c1C (stereo not drawn)	-2	5	-22	-3	5
6	COc1ccc(NC(=O)NNC(=O)CCC(=O)Nc2ccccc2Cl)cc1	-4	4	6	0	13
7	CC(C)Nc1cc(C(C)(C)C)nc2c(-c3ccccc3)cnn12	0	-10	-12	-8	24
8	O=C(NC1CCCCC1)N1CCC(c2nc3ccccc3[nH]2)CC1	2	8	21	-3	-16
9	COc1ccc(-n2c(NNC(C)=O)nc3sc4c(c3c2=O)CCCC4)cc1	-2	-12	-9	2	41
10	O=C(Nc1ccc2c(c1)CCC2)Nc1ccc(F)cc1F	0	-2	6	-6	-61
11	Cc1nc2ccccc2n1C(=O)N(C)C	-3	-2	1	-1	16
12	COc1ccc(NC(=O)CN(C)C(=O)Cn2cnc3c2c(=O)n(C)c(=O)n3C)cc1	4	4	10	2	4
13	COc1cc(C(=O)NC23CC4CC(CC(C4)C2)C3)cc(OC)c1OC	1	24	9	0	2
14	CC1Cc2ccccc2N1C(=O)COC(=O)C1(c2ccccc2F)CCCC1 (stereo not drawn)	-3	25	13	8	0
15	CCc1ccc(CN2CCC(n3nccc3NC(=O)c3ccccc3Cl)CC2)cc1	9	-4	-9	2	27

cpd	tim23-1 inh	CHOP UPR activ	XBP1 UPR activ	TIM10 inh
1	10	1.4	0	-19
2	20	2.1	1	2
3	-11	2.9	4	-8
4	-33	1.2	1	-7
5	5	1.9	-1	9
6	-5	-0.6	-5	8
7	9	2.5	2	-8
8	30	-0.8	-1	3
9	3	-1.0	-6	-8
10	-8	3.7	4	7
11	0	-2.0	1	-24
12	0	1.8	0	2
13	23	0.2	-2	9
14	24	0.9	-5	28
15	5	3.0	-3	-2

(continued)
cpd	Molecule	APJ agonist	tim10-1 inh	APJ antag	CXCR6 block	Mdm2 MdmX PPI
16	Cc1ccnc(Sc2ccc([N+](=O)[O-])cn2)n1	3	1	-29	-6	-20
17	CCCCn1nnnc1SCC(=O)Nc1sc2c(c1C#N)CCCC2	-2	16	-12	-11	17
18	COc1cc(/C=C/C(=O)OCC(=O)NCC2CCCO2)ccc1OCC#N (stereo not drawn)	-1	11	6	-1	7
19	Cc1c(C)n(O)c2ccc3nonc3c12	8	1	-10	0	14
20	CCC(C)c1ccccc1NC(=O)COc1ccc(-c2nnco2)cc1 (stereo not drawn)	-2	-3	0	3	15
21	O=C(O)c1csc(-n2nc(-c3ccccc3)cc2C(F)(F)F)n1	-2	-7	16	-12	10
22	Cc1ccc(Nc2oc(C)nc2C#N)cc1	1	21	5	7	6
23	Cc1cc(C)c2[nH]c(=O)c(CN(Cc3ccco3)C(=O)C3CCCO3)cc2c1 (stereo not drawn)	-1	-3	4	7	28
24	Cc1ccc(C)c(OCCCC(=O)O)c1	-1	0	10	3	10
25	CCNc1nc(NCC)nc(OCCOC(=O)c2ccccc2)n1	-2	20	-5	5	25
26	CCCn1c(SCC(=O)Nc2ccc3c(c2)OCCO3)nnc1-c1ccco1	-1	29	7	-4	15
27	COc1cc([N+](=O)[O-])cc(/C=N/NC(=O)c2ccc(NC(=O)c3ccc(C)cc3)cc2)c1O	-4	-5	23	12	88*
28	Cc1ccc(NC(=O)c2cccc3c2C(=O)N(C2CCCCC2)C3)cc1	0	35	-9	4	35
29	CCOc1ccccc1NC(=O)CCn1cccc1	-3	2	2	-5	12
30	Oc1ccc(N2CCN(C(c3ccccn3)c3nnnn3C3CCCC3)CC2)cc1 (stereo not drawn)	5	19	0	11	3

cpd	tim23-1 inh	CHOP UPR activ	XBP1 UPR activ	TIM10 inh
16	29	-0.7	0	6
17	0	-0.3	2	26
18	2	1.9	3	5
19	2	-0.1	-3	14
20	1	0.3	3	-1
21	6	0.7	-3	12
22	12	3.3	0	14
23	-5	0.9	-4	4
24	11	-2.0	-1	-7
25	15	-1.7	0	4
26	25	-2.6	-2	-1
27	-15	49*	38*	-3
28	19	0.0	0	37
29	6	1.0	6	-5
30	20	-1.1	-3	6

(listing goes on)
cpd	Molecule	APJ agonist	tim10-1 inh	APJ antag	CXCR6 block	Mdm2 MdmX PPI
31	COc1cc(C)c(/C=C/C(C)=C/C=C/C(C)=C/C(=O)O)c(C)c1C	0	16	4	-5	37
32	CCC(C)(C)n1nnnc1C(c1ccccc1OC)N1CCSCC1 (stereo not drawn)	1	20	12	6	5
33	COc1cccc(CNC(=O)COc2ccc(C(=O)c3ccccc3)cc2)c1	-3	12	6	2	31
34	COc1ccc(C2c3c(ncn(CCN4CCOCC4)c3=N)Oc3ccc4ccccc4c32)cc1OC (stereo not drawn)	-6	2	-9	9	64*
35	CN1CCN(C(=O)c2c(NC(=O)c3ccco3)sc3c2CCC(C(C)(C)C)C3)CC1 (stereo not drawn)	-1	9	9	0	16
36	CCn1c(COc2ccc(=O)n(-c3ccccc3)n2)nnc1SCc1ccccc1C	-2	26	9	6	-3
37	CC(=O)Nc1nc2ccc(S(=O)(=O)N3CCCCC3)cc2s1	3	31	18	-5	10
38	CCC(C)c1ccc(C(C)NC(=S)NC2CCCCC2)cc1 (stereo not drawn)	-5	23	11	0	49
39	CCOc1ccccc1NC(=O)Cn1nnc(C(=O)NCc2ccco2)c1N	-2	6	5	3	42
40	COc1ccc(CC(=O)N/N=C/c2cc([N+](=O)[O-])cc(Br)c2O)cc1	-6	19	10	31	-4
41	CCSc1nnc(CSc2ncccn2)n1C	-2	2	-2	-2	2
42	CN1c2ccccc2C2(C)CCCC3=Cc4cc([N+](=O)[O-])cc([N+](=O)[O-])c4OC312 (stereo not drawn)	-1	29	-5	7	-7
43	COC(=O)CCC(=O)Nc1ccccc1C(N)=O	-3	12	6	2	9
44	Cc1cccc(C(=O)Nc2ccnc(-c3ccncc3)n2)c1	-4	-3	9	8	4
45	CNC(=S)NNC(=O)c1cccn(Cc2ccc(Cl)c(Cl)c2)c1=O	-3	17	14	5	12

cpd	tim23-1 inh	CHOP UPR activ	XBP1 UPR activ	TIM10 inh
31	22	-0.8	-6	2
32	41	-0.5	-3	15
33	19	2.7	5	22
34	13	3.3	2	7
35	3	1.9	1	9
36	20	0.6	-2	25
37	21	4.7	0	24
38	35	3.4	5	13
39	4	0.1	12	-5
40	18	0.5	3	-3
41	5	-0.8	-1	-17
42	21	-0.7	-1	-10
43	-4	2.5	0	4
44	0	2.3	-1	12
45	3	-0.9	6	-2

Profiles as entered above. Screens in order: APJ agonist	tim10-1 inh	APJ antag	CXCR6 block	Mdm2 MdmX PPI	tim23-1 inh	CHOP UPR activ	XBP1 UPR activ	TIM10 inh
COc1cc(C)c(/C=C/C(C)=C/C=C/C(C)=C/C(=O)O)c(C)c1C is entered as 0	16	4	-5	37	22	-0.8	-6	2
COc1cccc(CNC(=O)COc2ccc(C(=O)c3ccccc3)cc2)c1 is entered as -3	12	6	2	31	19	2.7	5	22
CN1CCN(C(=O)c2c(NC(=O)c3ccco3)sc3c2CCC(C(C)(C)C)C3)CC1 (stereo not drawn) is entered as -1	9	9	0	16	3	1.9	1	9
COC(=O)CCC(=O)Nc1ccccc1C(N)=O is entered as -3	12	6	2	9	-4	2.5	0	4
CN1c2ccccc2C2(C)CCCC3=Cc4cc([N+](=O)[O-])cc([N+](=O)[O-])c4OC312 (stereo not drawn) is entered as -1	29	-5	7	-7	21	-0.7	-1	-10

XBP1 UPR activ, entries above that show a hit.
item	Compound	APJ agonist	APJ antag	CXCR6 block	Mdm2 MdmX PPI	XBP1 UPR activ
27	COc1cc([N+](=O)[O-])cc(/C=N/NC(=O)c2ccc(NC(=O)c3ccc(C)cc3)cc2)c1O	-4	23	12	88*	38*

Later entries.
cpd	Molecule	APJ agonist	tim10-1 inh	APJ antag	CXCR6 block	Mdm2 MdmX PPI
46	CCOc1cc(/C=C2\C(=O)N(Cc3ccco3)C(C)=C2C(=O)OC)ccc1O	-3	17	-5	18	4
47	O=C1CSC(c2ccncc2)N1Cc1ccco1 (stereo not drawn)	-4	11	-8	-15	13
48	COc1ccc2nccc(/C=C/c3ccnc4ccc(OC)cc34)c2c1	-3	-36	8	-4	24
49	O=C(COC(=O)Cc1ccsc1)NCC12CC3CC(CC(C3)C1)C2	1	19	0	-4	5
50	O=C(NCc1cccnc1)c1ccc(COc2ccccc2Cl)cc1	1	26	6	-8	19
51	CCOc1ccc(/C=N/NC(=O)c2ccccc2Cl)cc1CN1CC2CC(C1)c1cccc(=O)n1C2 (stereo not drawn)	-2	-4	-21	6	16
52	CC(C)(C)NC(=O)Cn1nc(C(F)(F)F)c2c1CCCC2	-2	-7	4	-2	-3
53	O=C(NNc1ccc([N+](=O)[O-])cc1)C1CC2CCCC(C1)C2=O (stereo not drawn)	-3	-47	-3	11	14

cpd	tim23-1 inh	CHOP UPR activ	XBP1 UPR activ	TIM10 inh
46	46	2.0	2	30
47	-4	1.4	-2	1
48	16	2.2	1	-44
49	39	-1.5	0	15
50	-3	3.5	3	7
51	5	-0.5	-1	10
52	11	0.3	-3	9
53	-8	0.3	0	32

2 records picked at random from the list so far, as already listed:
cpd	Molecule	APJ agonist	tim10-1 inh	APJ antag	CXCR6 block	Mdm2 MdmX PPI
32	CCC(C)(C)n1nnnc1C(c1ccccc1OC)N1CCSCC1 (stereo not drawn)	1	20	12	6	5
9	COc1ccc(-n2c(NNC(C)=O)nc3sc4c(c3c2=O)CCCC4)cc1	-2	-12	-9	2	41

cpd	tim23-1 inh	CHOP UPR activ	XBP1 UPR activ	TIM10 inh
32	41	-0.5	-3	15
9	3	-1.0	-6	-8

Another view of two compounds above:
Second line of a record – APJ agonist | tim10-1 inh | APJ antag | CXCR6 block | Mdm2 MdmX PPI | tim23-1 inh | CHOP UPR activ | XBP1 UPR activ | TIM10 inh
[48] COc1ccc2nccc(/C=C/c3ccnc4ccc(OC)cc34)c2c1
 : -3 | -36 | 8 | -4 | 24 | 16 | 2.2 | 1 | -44
[49] O=C(COC(=O)Cc1ccsc1)NCC12CC3CC(CC(C3)C1)C2
 : 1 | 19 | 0 | -4 | 5 | 39 | -1.5 | 0 | 15
